Compound activity from PubChem.
HTT cytoprotect – Huntington cell model cytoprotection by ATP luminescence; PC12 HTT-Q103 induced, cytoprotection, ATP luminescence, 40 h; 230,000 compounds, 0.14% hits; Potency, µM (highest dose often 56.4 µM), inactives show cytoprotection (ATP increase), hits mostly activators;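 note: potency is the fitted concentration of half-maximal effect; % of control where 0% means no effect; nearly all actives have a fitted effect of over 45% in size; toxic huntingtin expression switched on by the ecdysone agonist tebufenozide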
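PC12 cells stably carrying ecdysone-inducible Htt exon 1 (Q103)–GFP were induced with 100 nM tebufenozide (final) alongside library compounds in a dose series. Cytoprotection was scored as retained ATP by ATPlite luminescence.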
GAA inhib – inhibitors of human lysosomal alpha-glucosidase | P10253 | 200,000 compounds, 0.005% hits | Potency, µM (highest dose often 76.9 µM), for the others: top-dose activity change, negative = inhibition, hits mostly inhibitors | purified human GAA, 4-MU-alpha-glucoside fluorescence;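 note: potency is the fitted concentration of half-maximal effect; plate controls were uninhibited enzyme wells for no effect and no-enzyme background for full effect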
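Human enzyme at 4 nM with 400 uM 4-methylumbelliferyl-alpha-D-pyranoside, citrate/phosphate buffer pH 5.0, 0.005% Tween-20, 20 min at room temperature. Compounds up to 77 uM. 4-MU fluorescence (Ex 365/Em 440) read after NaOH/glycine stop; AC50 from Hill fit.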
GAA spleen mod – lysosomal alpha-glucosidase (human) modulation; human spleen homogenate, 4-MU-alpha-glucoside fluorescence; Potency, µM (series often up to 79.9 µM), for the others: at the top dose activity change, negative = inhibition, most hits filed as inhibitors; 240,000 compounds, 0.006% hits; AID 2112;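 note: potency is the fitted concentration of half-maximal effect; 0% = enzyme with vehicle and -100% = no enzyme basal signal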
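AC50 values come from Hill-equation fits of concentration-response data, normalized to no-enzyme and full-activity controls. Enzyme source: 1 ug human spleen homogenate; 1 mM fluorogenic 4-MU glucoside, pH 5.0 citrate buffer, 37 C, 40 min.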
GAA glycogen – alters human alpha-glucosidase cleavage of glycogen | P10253 | recombinant GAA, glycogen substrate, Amplex Red glucose oxidase fluorescence | Potency, µM (series often up to 76.4 µM), for the others: top-dose activity change, negative = inhibition, actives largely listed as inhibitors | 300,000 compounds, 0.38% hits | AID 2100;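 note: potency is the fitted concentration of half-maximal effect; 0% = full enzyme reaction and -100% = no-enzyme basal signal; the screen sought inhibitors and activators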
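Recombinant enzyme (4 nM final) with compounds titrated up to 77 uM and bovine liver glycogen (30 ug) in citrate pH 5.0, 0.01% Tween-20, 37 C 40 min. Released glucose detected by Amplex Red/glucose oxidase (Ex 573/Em 610); AC50 from Hill fits.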
Lamin A splicing – changes lamin A minigene splicing in HeLa cells. AID 1487. HeLa LMNA splicing GFP/RFP minigene ratio, 48 h. Potency, µM (titrated, usually from 46.1 µM), inactives show at the top dose ratio change, negative = inhibition, hits mostly inhibitors. 200,000 compounds, 0.01% hits; active = well fitted inhibition curve with a large enough effect in the signal ratio, with a control signal flat, not every such curve was filed as active; inconclusive = small, poorly fitted or top-dose-only effect, or effect the other way, or a change in a side signal; the % refers to the signal ratio; note: potency is the fitted concentration of half-maximal effect; % is set by controls: 0 for no effect and ±100 for the full control effect
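S3 HeLa stable clones carrying a lamin A-EGFP splicing minigene plus DsRed2 were seeded at 600 cells/well in Opti-MEM with 2% FBS, pin-dosed and incubated 48 h at 37°C. Acumen cytometry (488 nm) gave the GFP/RFP total-intensity ratio.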
CBFb-RUNX1 inh – inhibitors of human CBF-beta and RUNX1 interaction. AID 1477. Q01196+Q13951. AlphaScreen CBFb-His/RUNX1-biotin binding, biochemical. 230,000 tested, under 10 active. Potency, µM (highest dose often 59.8 µM), for inactives: top-dose activity, negative = inhibition, most hits filed as inhibitors; note: % of control where 0% means no effect
Target sequence (Q01196 whole entry, looked up): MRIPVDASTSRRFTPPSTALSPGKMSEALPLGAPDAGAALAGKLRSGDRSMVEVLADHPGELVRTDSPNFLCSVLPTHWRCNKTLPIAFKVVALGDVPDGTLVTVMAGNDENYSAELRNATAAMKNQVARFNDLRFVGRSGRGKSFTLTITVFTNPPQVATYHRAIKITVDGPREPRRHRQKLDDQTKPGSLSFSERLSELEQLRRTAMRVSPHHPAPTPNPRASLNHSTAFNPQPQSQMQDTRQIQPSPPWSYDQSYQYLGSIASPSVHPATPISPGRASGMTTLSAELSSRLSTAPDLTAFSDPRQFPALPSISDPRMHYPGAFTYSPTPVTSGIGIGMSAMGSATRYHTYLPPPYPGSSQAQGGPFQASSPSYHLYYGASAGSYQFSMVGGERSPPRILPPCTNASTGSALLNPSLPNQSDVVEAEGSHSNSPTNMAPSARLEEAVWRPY
Target sequence (Q13951 whole entry, looked up): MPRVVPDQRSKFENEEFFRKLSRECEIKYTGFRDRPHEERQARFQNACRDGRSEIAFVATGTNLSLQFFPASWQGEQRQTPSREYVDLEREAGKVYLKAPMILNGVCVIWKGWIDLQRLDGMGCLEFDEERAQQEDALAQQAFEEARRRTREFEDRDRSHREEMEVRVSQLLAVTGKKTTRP
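Compounds were screened at multiple concentrations against a preformed CBF-beta(His)/RUNX1(biotin) complex (30 nM of each) for 15 min at room temperature, followed by 90 min with nickel and streptavidin beads and AlphaScreen reading.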
HttQ103 aggreg – mutant huntingtin aggregation inhibition; PC12 HttQ103-GFP aggregates, Acumen cytometry, 40 h; Potency, µM (doses to about 46.1 µM), without a hit: top-dose activity change, negative = inhibition, usual class: inhibitors; 220,000 compounds, 1.1% hits; note: potency is the fitted concentration of half-maximal effect; % is set by controls: 0 for no effect and ±100 for the full control effect; nearly all actives have a fitted effect of over 60% in size
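Using laser scanning cytometry, GFP-positive aggregates were counted after lysis of PC12 cells induced with 100 nM tebufenozide to express HTT exon 1 Q103–GFP. Compounds were tested in titration.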
Starred values were filed as active, the others as inactive; u = inconclusive; x = no result given; & = joins results of further samples; [ ] = remark or other dose. Unless noted, calls come from the whole dose curve; as a rule, active = well fitted curve in the direction sought with a large enough effect; inconclusive = small, poorly fitted or top-dose-only effect, or another doubt; inactive = no such curve, though single readings can be large; an effect the other way counts as inactive or inconclusive.

# | Molecule | HTT cytoprotect | GAA inhib | GAA spleen mod | GAA glycogen | Lamin A splicing | CBFb-RUNX1 inh | HttQ103 aggreg
1 | CCOC(=O)CN1CC23C=CC(O2)C(C(=O)Nc2cc(OC)ccc2OC)C3C1=O (centres undefined) | -8% | -11% | 2% | 13% | -6% | 19% | 9%
2 | COc1ccc(C(C(=O)NC2CCCCC2)N(C(=O)c2sc(C)nc2C)c2ccccc2C)cc1 (centres undefined) | 7% | 8% | -10% | 5% | 3%[0.0737 µM] | 0% | -9%
3 | Cc1nc(CNS(=O)(=O)c2ccc3c(c2)OCCO3)cs1 | -4% | 0% | -6% | -4% | u | 12% | -8%
4 | Cc1ccc2c(c1)NC(=O)C(CC(=O)NCCCN1CCN(C3CCCCC3)CC1)O2 (centres undefined) | 6% | -5% | -9% | -1% | -3% | 14% | 4%
5 | COc1ccc(-n2c(SCC(=O)Nc3cc(C(=O)O)ccc3C)nc3ccccc3c2=O)cc1Cl | 14%[10 µM] | -2% | -9% | -12% | -16%[46 µM] | -4% | 15%[9.22 µM]
6 | Clc1ccc(-c2cc(CSc3cccc(Cl)c3)on2)cc1 | -21% | u | 1% | 5% | 18% | u | -15%
7 | COc1ccccc1NS(=O)(=O)c1ccc(NC(=O)c2ccncc2)cc1 | u | -1% | -4% | -6% | 17%[9.22 µM] | 6% | -4%
8 | CN(C)c1cc[n+](CC(=O)Nc2ccc(Oc3ccccc3)cc2)cc1 | -39%[inhibitor] | 3% | -5% | 3% | u | 3% | u
9 | O=C(Nc1cccnc1)c1cccc(-c2cc3ccccc3oc2=O)c1 | -27% | 8% | 10% | 4% | x | -5% | 5%[9.22 µM]
10 | O=C(Nc1ccccc1N1CCOCC1)c1cc(-c2ccco2)nc2ccccc12 | -57%[inhibitor] | 4% | -4% | -5% | -30% | -26% | u
11 | COC(=O)c1ccc(C(NC(=O)OCc2ccccc2)/C(C)=C/[C@@H](C)C(=O)NCc2cccnc2)cc1 (some centres undefined) | 1% | x | -6% | x | x | -1% | x
12 | O=C(O)C1C2C=CC(O2)C1C(=O)NCc1ccc2c(c1)OCO2 (centres undefined) | -19%[0.074 µM] | 0% | 0% | 1% | -3% | 0% | 9%
13 | O=C(NCc1ccc(Cl)cc1)c1ccc(-c2ccccc2C(F)(F)F)o1 | x | 5%[15.4 µM] | -4% | -12% | u | 1% | -8%
14 | O/N=C1/CCc2cccc3cccc1c23 | -9% | 4% | -3% | 1% | u | 0% | -25%
15 | CC(C)(C)n1cnc2cc(NCc3cccs3)ccc21 | -87%[inhibitor] | 6% | 2% | -28% | u | -8% | -16%
16 | Cc1occc1-c1nnc(SCC(=O)Nc2ccccc2)n1C(C)c1ccccc1 (centres undefined) | -13% | -7% | 7% | -8% | u | -3% | 4%
17 | CCC1Oc2ccc(C)cc2N(CC(=O)NCCCN2CCN(Cc3ccccc3)CC2)C1=O (centres undefined) | -28%[0.074 µM] | -2% | -10% | 4% | -4% | 4% | -18%
18 | CCOC(=O)c1cnn(-c2cc(C)c3ccccc3n2)c1N | -21% | 3% | 6% | -1% | 1% | 4% | 13%
19 | CCN(CC(=O)Nc1ccc2c(c1)OCCO2)C(=O)c1cccc(S(=O)(=O)N2CCOCC2)c1 | 0% | 0% | -1% | -5% | 2% | -4% | 6%
20 | COc1cc(NC(C)C(=O)N2CC(C)OC(C)C2)cc(OC)c1 (centres undefined) | 8% | -3% | 6% | 3% | -4% | -11% | 5%
21 | CC(=O)c1ccc(NC(=O)CSC(=S)N2CCCC2)cc1 | 8%[10 µM] | 6% | -4% | 0% | x | 1% | 32%[9.22 µM]
22 | Cc1ccc(-c2cc(C(F)F)nc(N3CCOCC3)n2)cc1 | -16%[1.9 µM] | 3% | 4% | 12% | u | u | 10%[9.22 µM]
23 | CCN1CCN(CCCNC(=O)C2CCCN(c3nnc(-n4cccc4)s3)C2)CC1 (centres undefined) | -5% | u | 1% | 14% | u | -7% | 4%
24 | Cn1cc(Br)c(C(=O)N2CCc3ccccc32)n1 | 10%[10 µM] | -2% | 0% | 9% | 4% | -2% | 6%
25 | CCOc1ccccc1N=C1NC(=O)CS1 | -11%[0.074 µM] | -4% | 11% | 6% | -11% | 6% | -14%
26 | Cc1cc(NC(=O)c2cccs2)n(-c2nc3ccccc3[nH]2)n1 | -27% | 9% | -2% | 8% | x | 3% | 11%
27 | CCOC(=O)c1c(NC(=O)COc2ncnc3ccccc23)sc(C)c1C | x | 9% | -15% | -1% | u | 5% | 0%
28 | COCc1[nH]nc2c1C(c1ccccc1Cl)C(C#N)=C(N)O2 (centres undefined) | 4%[10 µM] | -5% | -1% | -18% | -10% | 8% | 14%
29 | Cc1c(NC(=O)c2ccco2)cccc1-c1nc2cccnc2s1 | -17%[10 µM] | 5% | -5% | 3% | -3% | 11% | 10µM*
30 | Cc1ccc(NC(=O)C(OC(=O)c2ccc(O)cc2)c2ccccc2)cc1Cl (centres undefined) | 19%[10 µM] | 0% | 0% | -10% | u | 3% | 9%
31 | COc1ccc(C2CC(=O)Oc3ccc(O)cc32)cc1 (centres undefined) | -45%[96.6 µM] | x | 5%[119 µM] | x | x | 1%[89.1 µM] | x
32 | c1ccc(Cn2c(Nn3cnnc3)nc3ccccc32)cc1 | 3% | -3% | 0% | 5% | 2% | -1% | -10%
33 | CC(C)CC(=O)N=C1SC2CS(=O)(=O)CC2N1Cc1ccccc1Cl (centres undefined) | 8%[10 µM] | x | 0% | 6% | x | -1% | -11%[9.22 µM]
34 | O=C(CSc1nc(-c2ccccc2)nn1C(=O)c1ccccc1)Nc1cccc([N+](=O)[O-])c1 | -10% | u | -7% | 7% | 19% | 2% | 5%
35 | CCCS(=O)(=O)N1CCN(S(=O)(=O)c2ccccc2)CC1 | 5% | u | 1% | 5% | -9% | 6% | -2%
36 | O=C(NCc1nnc(SCC(=O)N2CCc3ccccc32)o1)c1ccco1 | -9% | -2% | 7% | 9% | -1%[9.22 µM] | 4% | -24%
37 | O=C(CSc1cccc[n+]1[O-])N1CCc2ccccc21 | 9%[10 µM] | 2% | -2% | -3% | u | 0% | -12%[9.22 µM]
38 | O=S(=O)(c1ccc(Cl)s1)N1CCc2ccccc2C1 | -17% | -6% | -6% | -3% | 11% | 18% | -18%
39 | O=C(Cc1cccs1)Nc1nnc(-c2ccc(F)cc2)s1 | -59% | 2% | -4% | 6% | x | 7% | 13%
40 | O=C(CCC(=O)N1CCc2ccccc2C1)N1CCN(S(=O)(=O)c2ccccc2)CC1 | -1%[10 µM] | u | -11% | -23% | -10% | 1% | 29%
41 | O=C(NCc1ccccn1)[C@@H]1C[C@H]1[C@@H](NP(=O)(c1ccccc1)c1ccccc1)c1ccccc1 | 8% | 4% | 4%&1% | 13% | 9% | -8%[2.36 µM] | 8%
42 | COC(=O)c1cc(NC(=O)CSC2=NCCS2)cc(C(=O)OC)c1 | -29% | 1% | -6% | -7% | x | -2% | 28%
43 | CC(C)(CNCC(O)c1ccccc1)N1CCOCC1 (centres undefined) | 15% | u | -4% | 7% | -1% | 14% | 17%
44 | Cc1ccn(C(=O)c2cc3c(C)nn(-c4ccccc4)c3s2)n1 | 4% | 0% | -4% | 2% | 12% | -2% | 12%
45 | COC(=O)C1=C(C)Nc2c(c(=O)n(C)c(=O)n2C)C1c1cccc(O)c1 (centres undefined) | 17%[10 µM] | x | -2% | u | x | 5% | -14%[9.22 µM]

Just GAA spleen mod, HttQ103 aggreg and CBFb-RUNX1 inh, for some of the entries so far:
| No. | Molecule | GAA spleen mod | HttQ103 aggreg | CBFb-RUNX1 inh |
| --- | --- | --- | --- | --- |
| 2 | COc1ccc(C(C(=O)NC2CCCCC2)N(C(=O)c2sc(C)nc2C)c2ccccc2C)cc1 (centres undefined) | -10% | -9% | 0% |
| 25 | CCOc1ccccc1N=C1NC(=O)CS1 | 11% | -14% | 6% |
| 5 | COc1ccc(-n2c(SCC(=O)Nc3cc(C(=O)O)ccc3C)nc3ccccc3c2=O)cc1Cl | -9% | 15%[9.22 µM] | -4% |

(listing goes on)
# | Molecule | HTT cytoprotect | GAA inhib | GAA spleen mod | GAA glycogen | Lamin A splicing | CBFb-RUNX1 inh | HttQ103 aggreg
46 | COc1cccc(N(CC(=O)NCCSc2ccccn2)S(C)(=O)=O)c1 | 8% | -4% | -6% | 4% | 1% | 2% | 0%
47 | CCC(C)(C)n1nnnc1C(c1cc2cccc(C)c2[nH]c1=O)N1CCCC1 (centres undefined) | -30%[10 µM] | -5% | 1% | -10% | -3% | -3% | 0%
48 | COc1cc(Nc2nc(-c3ccccc3)c3cc(C)ccc3n2)cc(OC)c1OC | -85%[inhibitor] | u | -5% | -12% | -1% | u | -17%
49 | c1ccc(Nc2ncnc3ccc(-c4ccc5c(c4)OCO5)cc23)cc1 | -12% | x | -4% | x | 16% | x | x
50 | COc1ccc(C2=NN(CCC(=O)NCc3cccs3)C(=O)CC2)cc1 | -48%[inhibitor] | -1% | 1% | 10% | x | 1% | -6%
51 | CCNC(=S)Nc1ccc(N2CCCCC2)cc1 | u | -4% | 8% | u | u | -12% | -12%
52 | CCOC(=O)N1CCN(C(=O)CSCc2ccc(C)cc2)CC1 | -2% | 13% | -10% | 6% | -1%[0.0737 µM] | 1% | 12%
53 | COC(c1ccccc1)c1nnc(CCC(=O)N(C)CCOc2ccccc2)o1 (centres undefined) | 11%[10 µM] | 2% | 0% | 5% | 17%[46 µM] | 2% | 1%[9.22 µM]
54 | COc1cccc(C(=O)/C=C/c2ccc(N3CCCCC3)c([N+](=O)[O-])c2)c1 | -13%[10 µM] | -3% | 2% | -6% | u | u | 1%
55 | COc1ccc(Nc2cc(C)nc3ccccc23)cc1 | -26% | -8% | 2% | 3% | u | -1% | 2%
56 | CC(=O)Nc1ccc(S(=O)(=O)NC2CCS(=O)(=O)C2)cc1Cl (centres undefined) | 18%[10 µM] | 4% | -1% | 1% | 7%[46 µM] | -5% | 6%[9.22 µM]
57 | CN(C)C(CNC(=S)Nc1cccc(Cl)c1)c1cccnc1 (centres undefined) | -16% | -1% | 3% | -11% | x | -3% | 4%
58 | CCOc1ccc(S(=O)(=O)N(C)c2ccc(OCC(=O)NCCc3ccc(OC)cc3)cc2)cc1 | -14%[10 µM] | x | -17% | -1% | x | 8% | -10%[9.22 µM]
